Source: PubChem BioAssay (National Center for Advancing Translational Sciences (NCATS))
Menin-MLL TR inh: inhibitors of human menin-MLL interaction, mutant MLL peptide | AID 1768 | Menin + Texas Red MLL mutant peptide, fluorescence polarization | 0.23% of 270,000 active | Potency, µM (highest dose often 61.6 µM), for the others: at the top dose FP activity change, negative = inhibition, actives largely listed as inhibitors | O00255; active means well fitted inhibition curve with a large enough effect in the polarisation, with a control signal flat, not every such curve was filed as active; inconclusive means small, poorly fitted or top-dose-only effect, or effect the other way, or a change in a side signal; inactive means no such curve, though single readings can be large or run the other way; the % refers to the polarisation; further: potency means the concentration at half of the fitted maximal effect; % of control where 0% means no effect; many of its hits are not listed in these tables
Target sequence (O00255 whole entry, looked up): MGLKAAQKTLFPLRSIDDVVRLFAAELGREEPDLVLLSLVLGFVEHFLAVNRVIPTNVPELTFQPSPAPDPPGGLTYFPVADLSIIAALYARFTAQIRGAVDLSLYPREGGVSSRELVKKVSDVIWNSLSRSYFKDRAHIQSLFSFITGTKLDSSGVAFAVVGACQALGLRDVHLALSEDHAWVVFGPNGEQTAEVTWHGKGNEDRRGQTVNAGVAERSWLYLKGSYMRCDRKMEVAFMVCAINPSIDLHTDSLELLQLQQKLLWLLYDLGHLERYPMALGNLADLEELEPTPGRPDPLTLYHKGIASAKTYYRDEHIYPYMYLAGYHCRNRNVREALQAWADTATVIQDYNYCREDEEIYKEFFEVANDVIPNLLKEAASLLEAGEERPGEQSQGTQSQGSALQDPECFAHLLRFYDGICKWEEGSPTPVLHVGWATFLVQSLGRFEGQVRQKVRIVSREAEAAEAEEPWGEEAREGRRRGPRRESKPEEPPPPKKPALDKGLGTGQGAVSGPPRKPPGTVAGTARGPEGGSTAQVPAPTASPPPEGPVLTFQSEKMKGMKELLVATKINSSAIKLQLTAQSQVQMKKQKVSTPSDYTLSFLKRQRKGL
BCR signal inh: blocks chronic active B-cell receptor signaling | ABC-DLBCL IkBa-CBG/CBR reporter, luminescence ratio, 4 h | Potency, µM (highest dose often 46.1 µM), for inactives: at the top dose ratio change, negative = lower green/red ratio, most hits filed as inhibitors | 0.05% of 340,000 active; active means well fitted inhibition curve with a large enough effect in the signal ratio, with a control signal flat, not every such curve was filed as active; inconclusive means small, poorly fitted or top-dose-only effect, or effect the other way, or a change in a side signal; the % refers to the signal ratio;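 further: potency means the concentration at half of the fitted maximal effect; plate controls were basal doxycycline-induced cells for no effect and cells given 10 µM MG132 for full effect; MG132 reads +100%, hits lower the ratio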
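TMD8 ABC-DLBCL cells carrying doxycycline-inducible green luciferase fused to IkappaBalpha plus unfused red luciferase were exposed to compounds (up to 46 uM) for 4 hrs at 37C. Activity came from the overlap-corrected green/red luminescence ratio.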
PKM2 activator: increases activity of human pyruvate kinase M2; P14618; purified PKM2, Kinase-Glo ATP luminescence, activation; response scale: 0% is enzyme alone, no compound; Potency, µM (doses to about 57.5 µM), for the others: at the highest dose activation, hits mostly activators; 0.34% of 260,000 active; AID 1631; further: potency means the concentration at half of the fitted maximal effect; on the % scale 0 is the no-effect control and ±100 the full control effect; nearly all actives have a fitted effect of over 55% in size
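Purified hPK-M2 (>95%) run at intermediate activity with 0.1 mM ADP and 0.5 mM PEP in 50 mM imidazole pH 7.2, KCl, MgCl2; 1 h room temperature. ATP formed read by Kinase-Glo luminescence; normalized to uninhibited and no-enzyme controls.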
GALK inhibitor: galactokinase (human) inhibition | Potency, µM (titrated, usually from 57.5 µM), for the others: top-dose activity change, negative = inhibition, usual class: inhibitors | 0.007% of 270,000 active | P51570 | AID 1868 | Purified GALK, Kinase-Glo residual ATP luminescence; further: potency means the concentration at half of the fitted maximal effect; on the % scale 0 is the no-effect control and ±100 the full control effect
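ATP-depletion format; final 35 uM ATP, 100 uM D-galactose, 5 nM enzyme; pH 8.0 HEPES/Mg2+ buffer; 60 min RT; luminescence read 10 min after detection reagent.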
USP2a inh: USP2a (human) protease inhibition; O75604; USP2 core, Ub-CHOP2 coupled fluorogenic reporter, 485/531; Potency, µM (series often up to 38.3 µM), for the others: top-dose activity change, negative = inhibition, hits mostly inhibitors; 0.01% of 330,000 active;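 further: potency means the concentration at half of the fitted maximal effect; plate controls were DMSO wells for no effect and full inhibition by NEM control for full effect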
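Deubiquitinase activity read as fluorescence (485/531 nm) after Ub-CHOP2 cleavage activates the enterokinase reporter on its substrate; USP2 core 10nM, Ub-CHOP2 and substrate 25nM each, 30min compound preincubation then 60min RT; data normalized to NEM, curves fitted.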
Eya2 inh: Eya2 (human) phosphatase inhibition; 0.006% of 330,000 active; recombinant Eya2, OMFP fluorescence dephosphorylation (OMFP is methylfluorescein phosphate); AID 488837; Potency, µM (doses to about 76.9 µM), for the others: at the top dose activity, negative = inhibition, usual class: inhibitors; further: potency means the concentration at half of the fitted maximal effect; on the % scale 0 is the no-effect control and ±100 the full control effect
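Eya2 protein (added as 0.2 uM solution) was preincubated with compound for 10 min at ambient temperature in 50 mM HEPES pH 7.5, 50 mM NaCl, 5 uM MgCl2, 0.05% BSA, 1 mM DTT. OMFP (added at 50 uM) then reacted 10 min; fluorescence read at 485/525 nm.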
S-ASM inh: inhibitors of human secretory acid sphingomyelinase; P17405; placental ASM, HMU-PC fluorogenic substrate, 60 min; Potency, µM (top dose mostly 57.5 µM), for inactives: at the highest dose activity change, negative = inhibition, actives largely listed as inhibitors; 0.006% of 340,000 active; further: potency means the concentration at half of the fitted maximal effect
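Fluorescence read-out (Ex 386 nm, Em 447 nm) after stopping the reaction at pH 10. Enzyme: ASM from human placenta; substrate HMU-PC0, 9 uM final; 60 min, 37 °C. Compound preincubation 10 min, ambient temperature.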
TSHR antagonist: human thyrotropin receptor antagonism | TSHR-expressing cells, TSH-stimulated cAMP HTRF, 2 h; active compounds read low | activity change, negative = inhibition, % at 11.5 µM | 0.2% of 330,000 active;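 active means activity change below a set negative limit, meaning inhibition stronger than a set level, cut at about -70% in these data; inconclusive means activity change between two set negative limits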; further: on the % scale 0 is the no-effect control and ±100 the full control effect
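Read-out is FRET at 665 nm (cryptate excitation 337 nm) from a cryptate-tagged anti-cAMP antibody, competed by cell cAMP against cAMP-d2. Compounds are tested on freshly harvested TSHR cells challenged with 4nM TSH (EC80) for 2 hours at 37 deg C.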
MBNL1 CUG block: blocks human MBNL1 binding to CUG repeat RNA; Potency, µM (doses to about 57.5 µM), inactives show at the highest dose activity change, negative = inhibition, actives largely listed as inhibitors; 0.036% of 280,000 active; AID 2675; TR-FRET MBNL1-His/biotin-(CUG)12 binding, 665/545 ratio; active means well fitted inhibition curve with a large enough effect in the signal ratio, with a control signal flat, not every such curve was filed as active; inconclusive means small, poorly fitted or top-dose-only effect, or effect the other way, or a change in a side signal; inactive means no such curve, though single readings can be large or run the other way; the % refers to the signal ratio; further: potency means the concentration at half of the fitted maximal effect; on the % scale 0 is the no-effect control and ±100 the full control effect
Target sequence (Q9NR56 whole entry, looked up): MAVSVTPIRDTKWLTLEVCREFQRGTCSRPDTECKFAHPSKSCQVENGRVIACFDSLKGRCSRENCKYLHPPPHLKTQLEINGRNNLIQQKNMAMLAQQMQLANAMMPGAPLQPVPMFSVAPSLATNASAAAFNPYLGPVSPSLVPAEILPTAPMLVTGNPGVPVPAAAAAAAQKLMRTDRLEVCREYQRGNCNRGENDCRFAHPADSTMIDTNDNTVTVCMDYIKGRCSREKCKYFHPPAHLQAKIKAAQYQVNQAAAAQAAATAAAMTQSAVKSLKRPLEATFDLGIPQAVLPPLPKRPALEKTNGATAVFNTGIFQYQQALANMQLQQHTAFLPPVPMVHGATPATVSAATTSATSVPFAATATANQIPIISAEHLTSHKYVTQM
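Ratiometric TR-FRET (665 over 545 nm, excitation 340 nm) tracks disruption of MBNL1-His/biotin-(CUG)12 complex after 60 min at room temperature, with compounds at 92 nM to 58 uM final.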
Mito fusion act: blocks mitochondrial division or promotes mitochondrial fusion. S. cerevisiae fusion-defective mutant growth rescue, CellTiterGlo 48 h. Potency, µM (top dose mostly 46.1 µM), inactives show top-dose growth rescue (activation), actives largely listed as activators. 0.23% of 320,000 active;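 further: potency means the concentration at half of the fitted maximal effect; % of control where 0% means no effect; nearly all actives have a fitted effect of over 45% in size; temperature-sensitive fusion mutants such as fzo1-1 at 37 °C on non-fermentable ethanol glycerol medium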
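Growth-rescue viability read-out: after 48 h at the non-permissive 37C in glycerol/ethanol YPEG, yeast mitochondrial fusion mutants are measured by CellTiterGlo luminescence; compounds (23 nl pinned per well) restoring growth score as division inhibitors or fusion activators.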
KCNH2 WT inh: inhibitors of human wildtype KCNH2 potassium channel | Q12809 | U2OS, BacMam KCNH2, thallium flux FluxOr; active compounds read low | activity change, % at 1.84 µM | 0.37% of 340,000 active | AID 720551;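 active means maximum activity change below -70%; inconclusive means maximum activity change between -70% and -50%; inactive means maximum activity change above -50%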; further: on the % scale 0 is the no-effect control and ±100 the full control effect
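U2OS cells transduced with wild-type KCNH2 virus are loaded with FluxOr dye for 45 min, and thallium flux is measured in kinetic reads before and after stimulation buffer. Rate constants are normalized to DMSO controls.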
Numbers without * were called inactive; i = inactive; ? = inconclusive; · = not tested or not shown; [ ] = remark or other dose. Unless noted, the call rests on the fitted dose curve; in most records, active means well fitted curve in the direction sought with a large enough effect; inconclusive means small, poorly fitted or top-dose-only effect, or another doubt; inactive means no such curve, though single readings can be large; an effect the other way counts as inactive or inconclusive.

Values run as follows: Menin-MLL TR inh	S-ASM inh	GALK inhibitor	BCR signal inh	TSHR antagonist	Mito fusion act	MBNL1 CUG block	Eya2 inh	PKM2 activator	KCNH2 WT inh	USP2a inh
Cc1ccc(NC(=O)COc2nc(C)cs2)cc1
  2%	6%	-4%	7%	0	-4%	-12%	-10%	-1%	6	2%
COC(=O)C1=C(C)NC(=O)CC1c1ccccc1OC (stereo not drawn)
  -25%	-1%	3%	2%	-4	-10%	-5%	-2%	?	i	0%
O=C(CNCc1ccccn1)Nc1cc(C(F)(F)F)ccc1N1CCOCC1
  ·	2%	-1%	-1%	11	0%	·	-1%	4%	-1	0%
COc1cccc(NC(=O)Cn2c(CCC(=O)O)ccc2-c2ccc(C)cc2)c1
  -8%	22%	3%	11%	-1	-5%	-3%	0%	1%	5	1%
COCCCNCCC(CCC(C)C)c1ccc2c(c1)OCO2 (stereo not drawn)
  ·	-4%	4%	-13%	-2	-4%	6%	?	-2%	?	0%
O=C(CN(C(=O)c1csnn1)c1ccc(F)cc1)NCCc1ccccc1
  -11%	-4%	-1%	-6%	-3	-3%	-1%	-12%	0%	1	-5%
N#C/C(=C/c1cc[nH]c1)C(N)=S
  -2%	-3%	0%	?	1	-10%	?	4%	-2%	-2	2%
CCn1c(SCC(=O)N/N=C/c2ccc(O)c(OC)c2)nc2ccccc21
  -4%	6%	0%	-17%	-1	-11%	?	1%	12%	27	-1%
COc1ccccc1C(=O)Nc1nnc(-c2ccc3c(c2)CCCC3)o1
  3%[11.7 µM]	-12%	2%	?	7	8%	-10%	-1%	4%	64	-5%
NC(Cc1ccc(Oc2ccc(O)cc2)cc1)C(=O)O (stereo not drawn)
  -5%	·	·	-1%	2	0%	15%	-1%	1%	·	0%

Among those listed so far, 2 contain a COOH group:
Values run as follows: Menin-MLL TR inh	S-ASM inh	GALK inhibitor	BCR signal inh	TSHR antagonist	Mito fusion act	MBNL1 CUG block	Eya2 inh	PKM2 activator	KCNH2 WT inh	USP2a inh
COc1cccc(NC(=O)Cn2c(CCC(=O)O)ccc2-c2ccc(C)cc2)c1
  -8%	22%	3%	11%	-1	-5%	-3%	0%	1%	5	1%
NC(Cc1ccc(Oc2ccc(O)cc2)cc1)C(=O)O (stereo not drawn)
  -5%	·	·	-1%	2	0%	15%	-1%	1%	·	0%

Further records.
Values run as follows: Menin-MLL TR inh	S-ASM inh	GALK inhibitor	BCR signal inh	TSHR antagonist	Mito fusion act	MBNL1 CUG block	Eya2 inh	PKM2 activator	KCNH2 WT inh	USP2a inh
COc1ccccc1NC(=O)CN1CCN(CC(=O)Nc2ccc(OC)c(OC)c2)CC1
  ?	1%	5%	2%	-4	-8%	-2%	-8%	·	5	2%
CCNc1nc(N)nc(Oc2ccc(OCCOc3ccccc3)nn2)n1
  -10%	-3%	-2%	?	6	-3%	0%	4%	6%	-10	2%
COc1cc(/C=C2\SC(=S)N(CCC(=O)Nc3ccc(O)cc3)C2=O)cc(OC)c1OC
  68%[activator]	-5%	-3%	?	-44	-6%	?	-28%	·	41	3%
CCCn1c(N2CCN(CC(=O)c3c(C)n(C)c4ccc(OC)cc34)CC2)nc2c1c(=O)[nH]c(=O)n2C
  -6%	-1%	1%	-11%	-10	0%	-5%	3%	0%	-5	1%
CCOc1ccc(NC(=O)C(C)Oc2ccc(C#N)cc2)cc1S(=O)(=O)N1CCCC1 (stereo not drawn)
  ·	2%	·	?	1	2%	·	8%	·	0	1%
N#C/C(=C/c1ccccc1[N+](=O)[O-])C(=O)NCc1ccco1
  11%	18%	-4%	?	5	-2%	9%	-11%	4%	-1	3%
O=C(c1ccccc1)c1c(O)cc(-c2ccccc2)oc1=O
  3%	3%	1%	?	6	13%	·	12%	-10%	1	3%
CCn1cc(CN(C)C(=O)/C=C/c2ccc([N+](=O)[O-])cc2)c(C)n1
  0%	2%	0%	0%	4	-1%	?	-7%	2%	-16	1%
CCOc1cc(/C=C\c2nc(O)c([N+](=O)[O-])c(=O)[nH]2)ccc1OC(C)CC (stereo not drawn)
  ?	-1%	-11%	0%	4	3%	5%	-9%	·	1	4%
COc1ccc(C2C(C(C)=O)=C(O)C(=O)N2CCc2c[nH]c3ccccc23)cc1 (stereo not drawn)
  ?	5%	6%	-35%	24	4%	11%	6%	-12%	-10	1%

Taken from above:
Value of `CCn1cc(CN(C)C(=O)/C=C/c2ccc([N+](=O)[O-])cc2)c(C)n1` under S-ASM inh: 2%
Value of `CCOc1ccc(NC(=O)C(C)Oc2ccc(C#N)cc2)cc1S(=O)(=O)N1CCCC1` (stereo not drawn) under Eya2 inh: 8%

(continued)
Values run as follows: Menin-MLL TR inh	S-ASM inh	GALK inhibitor	BCR signal inh	TSHR antagonist	Mito fusion act	MBNL1 CUG block	Eya2 inh	PKM2 activator	KCNH2 WT inh	USP2a inh
CC1CCCCC1NC(=O)C1CCN(S(=O)(=O)c2ccc(-n3cnnn3)cc2)CC1 (stereo not drawn)
  5%	0%	1%	?	-4	0%	-1%	18%	-6%	16	3%
O=C(CSc1nnc(-c2ccc(Cl)s2)o1)N1CCCc2ccccc21
  0%	-6%	0%	-2%	-32	11%	2%	17%	?	-9	-1%
CCN1C(=O)[C@H]2[C@H]3CN=C(SCc4ccccc4)N3[C@@](CC)(C(=O)OC)[C@H]2C1=O
  ·	-7%	·	0%	0	·	·	3%	·	0	1%
CCOc1cc(N2CCOCC2)c(OCC)cc1NC(=O)c1cc(S(=O)(=O)N2CCOCC2)ccc1C
  ·	2%	·	-1%	-82*	·	·	-12%	·	0	-1%
O=c1[nH]cccc1-c1nc2ccccc2[nH]1
  -1%	i	4%	?	2	-1%	30%[activator]	-1%	·	-13	6%
Cc1cccc(C)c1NC(=O)CNC(=O)c1c(C)nn(-c2ccccc2)c1Cl
  ·	2%	·	17%	-12	5%	·	19%	·	-10	2%
O=C(N/N=C/c1cc(Br)cs1)c1ccccc1[N+](=O)[O-]
  0%	·	1%	?	6	3%	?	6%	0%	15	6%
COc1ccc(C2Nc3ccccc3C(=O)N2Cc2ccccc2)cc1 (stereo not drawn)
  30%[activator]	243%[activator]	-1%	3%	-14	4%	1%	-1%	4%	-3	-1%
Clc1cccc(N2CCN(Cc3ccc(Br)o3)CC2)c1
  2%	4%	-3%	6%	-10	1%	1%	-4%	1%	33	1%
CCOc1cc(NC(=O)c2cccs2)c(OCC)cc1NC(=O)c1cccnc1
  1%	37%[activator]	1%	5%	-7	-3%	1%	13%	?	-4	0%
CCCC(C(=O)NC1CCCC1)N(Cc1ccc(F)cc1)C(=O)c1snc(C(N)=O)c1N (stereo not drawn)
  -14%	162%[activator]	-2%	-3%	-13	2%	21%	-13%	·	6	-1%
Cc1cccc2sc(NNC(=O)c3ccc4c(c3)OCCO4)nc12
  -2%	-8%	·	-14%	1	-4%	?	3%	-2%	37	-2%
O=S(=O)(NC1CC1)c1ccc2c3c(cccc13)CC2
  -25%	-3%	2%	0%	-24	1%	6%	-8%	15%	-4	-1%
Cn1cc(CN2CCN(Cc3ccccc3)CC2)c(-c2cccc(Cl)c2)n1
  7%	6%	0%	8%	1	-1%	1%	-14%	-6%	7	4%
NC(=O)/C(=C/c1ccc2c(c1)OCO2)NC(=O)c1ccco1
  -5%	-1%	1%	7%	11	1%	-2%	18%	0%	9	-2%
Cc1ccnc(NS(=O)(=O)c2ccc(NS(C)(=O)=O)cc2)n1
  ·	2%	0%	-2%	0	-4%	-1%	8%	-2%	-1	2%
O=C(c1ccc(F)cc1)N1CCCC(C(=O)N2CCc3ccccc3C2)C1 (stereo not drawn)
  ·	-5%	-2%	8%	-3	-5%	1%	4%	-1%	-6	-1%

A portion of the library, so the mix of outcomes need not match the whole.
